LYP inhibition = PTPN22 lymphoid phosphatase activity blockers – biochemical, fluorescence intensity, uHTS (AID 1779); recombinant LYP phosphatase, fluorescence intensity; higher % means a stronger effect; one-dose inhibition, % at 11.5 µM; IC50 in µM for titrated hits; actives 0.054% (n = 290,000); in the data active = inhibition above about 50%;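 also: plate controls were vehicle with enzyme for no effect and no enzyme for full effect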
NS5 inhibitors = flavivirus cap methylation enzyme inhibition – biochemical, confirmation dose response, primary screen (AID 588689); actives 0.3% (n = 340,000); Dengue-2 NS5 methyltransferase capping enzyme assay, biochemical; higher % means a stronger effect; one-dose inhibition, % at 25 µM; IC50 in µM for titrated hits; in the data active = a potency from the dose series; inconclusive = inhibition above about 29% without an active follow-up result
AID2073 = inhibitors of Mint1-CaV2.2 protein interaction, biochemical, HTRF (AID 2073); actives 0.19% (n = 290,000); inhibition, % at 20 µM; hits with a dose series show IC50 in µM; HTRF protein-protein interaction, Mint1-CaV2.2; higher % means a stronger effect; in the data active = inhibition mostly above about 51%, no sharp cut-off; inconclusive = no clear call, values can overlap the other calls; inactive = mostly below about 53%; also: some results filed as inactive read as strong as hits
Autophagy mod = autophagy modulation, high-content screen; MEF GFP-LC3 puncta imaging; test concentration mostly 10 µM; actives 0.98% (n = 190,000); calls only at 10 µM (by protocol);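 active = percentage of spot-positive cells more than 3 SD above its plate mean, without a fluorescence outlier flag or 80% toxicity; inconclusive = no clear call, values can overlap the other calls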;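 also: spot-positive cell cutoff set from DMSO-treated cells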
NTR1 ag = agonists of NTR1, primary screen, imaging, U2OS cells, beta-arrestin-GFP, high content (AID 493036); P30989; NTR1-U2OS beta-arrestin-GFP spot imaging, agonist mode; activation, % at 20 µM; actives 0.17% (n = 330,000);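 active = activation at or above 40% of the spot to cytoplasm intensity ratio, with at least 20 cells analyzed; inconclusive = wells under 20 cells, flagged as cytotoxic or low count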;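 also: 0% = DMSO without peptide and 100% = 100 nM NTR1 peptide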
Target sequence (P30989 whole entry, looked up): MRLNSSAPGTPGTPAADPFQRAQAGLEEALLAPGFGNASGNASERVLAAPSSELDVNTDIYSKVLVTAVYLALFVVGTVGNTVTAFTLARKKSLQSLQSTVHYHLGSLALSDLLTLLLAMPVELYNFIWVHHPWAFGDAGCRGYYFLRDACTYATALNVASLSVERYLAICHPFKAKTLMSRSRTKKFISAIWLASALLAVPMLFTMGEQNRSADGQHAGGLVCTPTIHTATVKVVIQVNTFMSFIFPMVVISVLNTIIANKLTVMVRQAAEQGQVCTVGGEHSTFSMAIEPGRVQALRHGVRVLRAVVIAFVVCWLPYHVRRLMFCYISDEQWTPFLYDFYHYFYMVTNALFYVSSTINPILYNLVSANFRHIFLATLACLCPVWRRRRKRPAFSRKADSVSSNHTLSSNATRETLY
GPR35 arrestin U2OS = GPR35 antagonists blocking zaprinast-driven arrestin recruitment, primary screen, imaging, U2OS, beta-arrestin-GFP, zaprinast agonist (AID 2058); U2OS GPR35 beta-arrestin-GFP translocation imaging, zaprinast antagonism; higher % means a stronger effect; inhibition, % at 10 µM; hits with a dose series show IC50 in µM; actives 0.052% (n = 290,000);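 active = inhibition of at least 50% with at least 30 cells and total cytoplasm GFP at most 10,000,000; inconclusive = under 30 cells or total GFP of 10,000,000 plus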
RSV CPE inhibition = inhibition of RSV-induced cytopathic effect – HEp-2 cells, primary 10 µM value included (AID 2391). HEp-2 cells, RSV-induced CPE inhibition; higher % means a stronger effect. CPE inhibition, % at 10 µM; hits with a dose series show IC50 in µM. actives 0.13% (n = 310,000); in the data active = a potency from the dose series; inconclusive = CPE inhibition mostly from about 23% at the one dose, without a potency; inactive = the rest, 99 in 100 with CPE inhibition below about 21%; also: strong numbers were not always called active
K1F lysis inhibition = protection from phage-mediated lysis, alamar blue read-out – E. coli UTI89, K1F phage, bacterial capsule biogenesis inhibitors (AID 488966); E. coli UTI89 K1F phage lysis, alamar blue, 2 h; higher % means a stronger effect; one-dose inhibition, % at 100 µM; IC50 in µM for titrated hits; actives 0.02% (n = 340,000);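 active = phage lysis inhibition, versus mean bacterial control, above a set limit; inconclusive = no clear call, values can overlap the other calls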;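 also: capsule biogenesis inhibitors block K1F phage lysis so surviving cells raise fluorescence; higher fluorescence means more inhibition of phage lysis; actives were called in the ten point dose series up to 300 µM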
WT yeast gro inh = growth inhibition of WT yeast, mitochondrial fusion screen. mitochondrial fusion phenotypic screen, WT strain. inhibition, % at 10 µM. actives 2.1% (n = 190,000); in the data active = inhibition above about 58%; tested in S. cerevisiae
WT yeast gro inh mutant strain = recorded beside WT yeast gro inh, whose call it bears; inhibition, %; mitochondrial fusion phenotypic screen, mutant strain inhibition
Autophagy mod cell loss 18 h = also measured in Autophagy mod; calls as there; toxicity, %; measured here: cell loss, nuclei count;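 cell loss after 18 h compound exposure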
NTR1 ag cell count 20 µM = further read-out of NTR1 ag, marked with its call; cell count; measured here: cell count, cytotoxicity flag
NS5 inhibitors pilot replicate = further read-out of NS5 inhibitors, marked with its call; inhibition, %; measured here: pilot screen replicate inhibition
* hit, by the source's call; [ ] = remark or other dose.

For CCOC(=O)C(=O)Nc1nc(-c2ccc3c(c2)CCN3C(=O)C2CC2)c(C)s1 the results were LYP inhibition -5%, NS5 inhibitors -8%, AID2073 -4%, NTR1 ag -3.1, GPR35 arrestin U2OS -2%, RSV CPE inhibition 1.2%, K1F lysis inhibition -0.2% and NTR1 ag cell count 20 µM 57.
`N#Cc1ccc(-c2ccc(F)cc2)nc1Sc1ccc(F)cc1` gave LYP inhibition -7%, NS5 inhibitors -3%, AID2073 29%, Autophagy mod inactive, NTR1 ag -2.6, GPR35 arrestin U2OS -3%, RSV CPE inhibition 2.9%, K1F lysis inhibition 0.2%, WT yeast gro inh 13, WT yeast gro inh mutant strain -1, Autophagy mod cell loss 18 h 19 and NTR1 ag cell count 20 µM 104.
Screening CCn1c(SCC(=O)N2CCOCC2)nc(O)cc1=O returned LYP inhibition -8%, NS5 inhibitors -2%, AID2073 8%, Autophagy mod inactive, NTR1 ag -1.3, GPR35 arrestin U2OS -8%, RSV CPE inhibition -0.3%, K1F lysis inhibition 0.1%, WT yeast gro inh 9, WT yeast gro inh mutant strain 0, Autophagy mod cell loss 18 h -1 and NTR1 ag cell count 20 µM 60.
`COC(=O)C1=CN(c2cccc(C)c2)C=C(C(=O)OC)C1c1cc(OC)c(O)c([N+](=O)[O-])c1` gave LYP inhibition 3%, NS5 inhibitors 57µM*, AID2073 11%, Autophagy mod inactive, NTR1 ag 0.4, GPR35 arrestin U2OS -6%, RSV CPE inhibition 15%, K1F lysis inhibition 1.0%, WT yeast gro inh -8, WT yeast gro inh mutant strain 2, Autophagy mod cell loss 18 h 15, NTR1 ag cell count 20 µM 78 and NS5 inhibitors pilot replicate 5.9*.
`O=[N+]([O-])c1ccc(CN2CCN(c3ccc(F)cc3)CC2)o1` gave LYP inhibition -3%, NS5 inhibitors -7%, AID2073 7%, NTR1 ag 1.3, GPR35 arrestin U2OS -3%, RSV CPE inhibition 2.8%, K1F lysis inhibition 0.1%, NTR1 ag cell count 20 µM 56 and NS5 inhibitors pilot replicate -1.2.
COc1ccc(C(=O)CSc2nnc3ccccn23)cc1OC was read as LYP inhibition 1%, NS5 inhibitors -6%, AID2073 -13%, Autophagy mod inactive, NTR1 ag -0.2, GPR35 arrestin U2OS -14%, RSV CPE inhibition 1.6%, K1F lysis inhibition -0.2%, WT yeast gro inh 3, WT yeast gro inh mutant strain -11, Autophagy mod cell loss 18 h 2 and NTR1 ag cell count 20 µM 22.
`COc1cc(C)ccc1S(=O)(=O)n1nc(C)cc1C` gave LYP inhibition -8%, NS5 inhibitors -4%, AID2073 2%, Autophagy mod inactive, NTR1 ag 0.1, GPR35 arrestin U2OS 2%, RSV CPE inhibition 1.1%, K1F lysis inhibition -0.2%, WT yeast gro inh -14, WT yeast gro inh mutant strain -1, Autophagy mod cell loss 18 h 5 and NTR1 ag cell count 20 µM 42.
For CCOC(=O)C1(CC2CCCCO2)CCN(S(=O)(=O)c2cc(C)cs2)CC1 (stereo not given) the results were LYP inhibition -9%, NS5 inhibitors -7%, AID2073 8%, Autophagy mod inactive, NTR1 ag 3.1, GPR35 arrestin U2OS 7%, RSV CPE inhibition -0.4%, K1F lysis inhibition -0.1%, WT yeast gro inh -6, WT yeast gro inh mutant strain -5, Autophagy mod cell loss 18 h -16 and NTR1 ag cell count 20 µM 31.
O=C(CC(=O)Nc1ccccc1F)Nc1ccccc1F was read as LYP inhibition -6%, NS5 inhibitors 1%, AID2073 4%, NTR1 ag -0.4, GPR35 arrestin U2OS -4%, RSV CPE inhibition 0.4%, K1F lysis inhibition 0.4% and NTR1 ag cell count 20 µM 89.
For CC(=O)c1ccc(S(=O)(=O)Oc2ccc(-c3ccc(C(=O)O)cc3)cc2)cc1 the results were LYP inhibition -6%, NS5 inhibitors -2%, AID2073 -2%, NTR1 ag -0.2, GPR35 arrestin U2OS 13%, RSV CPE inhibition 3.9%, K1F lysis inhibition -0.3% and NTR1 ag cell count 20 µM 54.
COc1cc(C)nc(N(C)S(=O)(=O)c2ccccc2Cl)n1 was read as LYP inhibition -8%, NS5 inhibitors -18%, AID2073 32%, Autophagy mod inactive, NTR1 ag -0.9, GPR35 arrestin U2OS -6%, RSV CPE inhibition 3.0%, K1F lysis inhibition 1.5%, WT yeast gro inh 14, WT yeast gro inh mutant strain 9, Autophagy mod cell loss 18 h 1 and NTR1 ag cell count 20 µM 60.
Screening C=CCn1c(-c2ccc([N+](=O)[O-])cc2)n[nH]c1=S returned LYP inhibition -1%, NS5 inhibitors 9%, AID2073 -16%, Autophagy mod inactive, NTR1 ag 1.9, GPR35 arrestin U2OS 5%, RSV CPE inhibition 4.5%, K1F lysis inhibition -0.2%, WT yeast gro inh -2, WT yeast gro inh mutant strain -5, Autophagy mod cell loss 18 h -9 and NTR1 ag cell count 20 µM 41.
Screening CC(C)CNC(=O)c1cc2nc(C3CC3)cc(C(F)(F)F)n2n1 returned NS5 inhibitors 1%, Autophagy mod inactive, NTR1 ag 0.7, RSV CPE inhibition 0.6%, K1F lysis inhibition 0.1%, Autophagy mod cell loss 18 h 1 and NTR1 ag cell count 20 µM 88.
Screening O=C1CN(Cc2ccccc2)C(=NCc2ccco2)S1 returned LYP inhibition -3%, NS5 inhibitors -3%, AID2073 3%, Autophagy mod inactive, NTR1 ag -2.6, GPR35 arrestin U2OS -8%, RSV CPE inhibition 0.2%, K1F lysis inhibition 2.9%, WT yeast gro inh 14, WT yeast gro inh mutant strain 4, Autophagy mod cell loss 18 h 4 and NTR1 ag cell count 20 µM 71.
`COc1ccc(-c2nc(SCc3ccc(C#N)cc3)[nH]c(=O)c2C#N)cc1` gave LYP inhibition -5%, NS5 inhibitors 1%, AID2073 9%, NTR1 ag 0.2, GPR35 arrestin U2OS -8%, RSV CPE inhibition -0.1%, K1F lysis inhibition -0.3% and NTR1 ag cell count 20 µM 74.
`Cc1cccc(C(=O)Nc2nnc(S(=O)(=O)N3CCCCCC3)s2)c1` gave LYP inhibition -11%, NS5 inhibitors 3%, AID2073 12%, NTR1 ag 4.1, GPR35 arrestin U2OS -11%, RSV CPE inhibition 2.5%, K1F lysis inhibition -1.1% and NTR1 ag cell count 20 µM 52.
Cc1c(C)c2c(C)[nH]nc2oc1=O was read as LYP inhibition 3%, NS5 inhibitors -6%, AID2073 -5%, Autophagy mod inactive, NTR1 ag -1.0, GPR35 arrestin U2OS 1%, K1F lysis inhibition 1.3%, WT yeast gro inh -2, WT yeast gro inh mutant strain 23, Autophagy mod cell loss 18 h 14 and NTR1 ag cell count 20 µM 44.
For Cc1cccc(NC(=O)c2ccc(S(=O)(=O)NCc3cccnc3)cc2)c1C the results were LYP inhibition -2%, NS5 inhibitors -11%, AID2073 7%, NTR1 ag -1.8, GPR35 arrestin U2OS 0%, RSV CPE inhibition 16%, K1F lysis inhibition -0.1% and NTR1 ag cell count 20 µM 64.
Screening CCOCC(=O)Nc1ccc(S(=O)(=O)N2CCOCC2)cc1 returned LYP inhibition -1%, NS5 inhibitors 6%, AID2073 -13%, Autophagy mod inactive, NTR1 ag 1.4, GPR35 arrestin U2OS 18%, RSV CPE inhibition 1.6%, K1F lysis inhibition -0.1%, WT yeast gro inh -6, WT yeast gro inh mutant strain -5, Autophagy mod cell loss 18 h -1 and NTR1 ag cell count 20 µM 57.
Screening Cc1cc2c(cc1S(=O)(=O)CCC(=O)N(C)C1CCCCC1)OCC(=O)N2 returned LYP inhibition -6%, NS5 inhibitors 3%, AID2073 8%, NTR1 ag -0.8, GPR35 arrestin U2OS -20%, RSV CPE inhibition 1.7%, K1F lysis inhibition 1.2% and NTR1 ag cell count 20 µM 64.

The final two records of the section before lead into the next.
Screening CCOCC(=O)Nc1ccc(S(=O)(=O)N2CCOCC2)cc1 returned LYP inhibition -1%, NS5 inhibitors 6%, AID2073 -13%, Autophagy mod inactive, NTR1 ag 1.4, GPR35 arrestin U2OS 18%, RSV CPE inhibition 1.6%, K1F lysis inhibition -0.1%, WT yeast gro inh -6, WT yeast gro inh mutant strain -5, Autophagy mod cell loss 18 h -1 and NTR1 ag cell count 20 µM 57.
Screening Cc1cc2c(cc1S(=O)(=O)CCC(=O)N(C)C1CCCCC1)OCC(=O)N2 returned LYP inhibition -6%, NS5 inhibitors 3%, AID2073 8%, NTR1 ag -0.8, GPR35 arrestin U2OS -20%, RSV CPE inhibition 1.7%, K1F lysis inhibition 1.2% and NTR1 ag cell count 20 µM 64.
`O=C(Cn1cc[n+](CC(=O)c2ccc(Cl)cc2Cl)c1)c1ccc(Cl)cc1Cl` gave LYP inhibition -4%, AID2073 11%, NTR1 ag 0.7, GPR35 arrestin U2OS -4% and NTR1 ag cell count 20 µM 62.
Screening Cc1ccc(S(=O)(=O)N2CCN(C(=O)COC(=O)C3CCC3)CC2)cc1 returned NS5 inhibitors -5%, NTR1 ag 0.4, RSV CPE inhibition -1.1%, K1F lysis inhibition 0.6%[50 µM] and NTR1 ag cell count 20 µM 56.
For O=C(c1nc(-c2ccccc2)n(-c2ccccc2)n1)N1CCCCCC1 the results were LYP inhibition -1%, NS5 inhibitors 5%, AID2073 2%, Autophagy mod inactive, NTR1 ag 2.0, GPR35 arrestin U2OS 6%, RSV CPE inhibition 5.8%, K1F lysis inhibition -0.1%, WT yeast gro inh 10, WT yeast gro inh mutant strain 18, Autophagy mod cell loss 18 h -6 and NTR1 ag cell count 20 µM 81.
Screening CC1=CC(c2ccc(Cl)cc2)n2nc(NC(=O)CCCC(=O)O)nc2N1 (stereo not given) returned LYP inhibition -7%, NS5 inhibitors 1%, AID2073 8%, NTR1 ag 0.9, GPR35 arrestin U2OS 9%, RSV CPE inhibition 0.2%, K1F lysis inhibition 0.1% and NTR1 ag cell count 20 µM 77.
For CCOC(=O)c1c(C)nn(Cc2ccccc2)c1N the results were LYP inhibition -1%, NS5 inhibitors -8%, AID2073 -3%, Autophagy mod inactive, NTR1 ag -1.2, GPR35 arrestin U2OS 1%, RSV CPE inhibition -0.3%, K1F lysis inhibition 13%, WT yeast gro inh -13, WT yeast gro inh mutant strain -25, Autophagy mod cell loss 18 h -6 and NTR1 ag cell count 20 µM 92.
Screening Cc1cc(/C=C2\SC(N)=NC2=O)c(C)n1-c1ccc(F)cc1 returned LYP inhibition -2%, NS5 inhibitors -17%, AID2073 5%, Autophagy mod inactive, NTR1 ag 0.6, GPR35 arrestin U2OS -2%, RSV CPE inhibition 0.6%, K1F lysis inhibition -0.7%, WT yeast gro inh 20, WT yeast gro inh mutant strain 13, Autophagy mod cell loss 18 h 33 and NTR1 ag cell count 20 µM 19.
Screening COc1ccc2c(c1)c1nc3ccccc3nc1n2CCn1c(=O)oc2ccccc21 returned LYP inhibition 3%, NS5 inhibitors inconclusive, AID2073 23%, Autophagy mod inactive, NTR1 ag 1.9, GPR35 arrestin U2OS 4%, RSV CPE inhibition 1.1%, K1F lysis inhibition 1.0%, WT yeast gro inh -10, WT yeast gro inh mutant strain -4, Autophagy mod cell loss 18 h 9 and NTR1 ag cell count 20 µM 60.

From PubChem
